Source: PubChem BioAssay
sdo1 growth – restores growth of sdo1-depleted yeast; S. cerevisiae sdo1-depleted JHY4D growth rescue, OD600 30 h; active compounds read high; pdr5 snq2 efflux-pump mutant strain; z-score at 10 µM; 140,000 compounds, 0.21% hits; AID 817;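 active means z-score above 3 at both the 24 hr and the 30 hr optical density reads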;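 further: z-score against mean and SD of all compound wells on the same plate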
Insulin prom inh – TRM-6 insulin promoter activity inhibition; TRM-6 cells (human fetal islet line), insulin promoter-eGFP reporter, imaging; reporter expression induced with tamoxifen; 130,000 compounds, 0.9% hits; AID 1273; inhibition, % at 2 µM;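 active means inhibition above the mean plus 3 SD, with well images judged a real hit on visual review, cut at about 60% in these data, passing the limit was not always enough; inconclusive means inhibition over the cutoff but images rejected on review; inactive means inhibition not above the cutoff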
sdo1 growth Rescue 24 h – second read-out of sdo1 growth, no call of its own (marks repeat the call); z-score; S. cerevisiae sdo1-depleted JHY4D growth rescue, OD600; measured here: growth rescue at 24 h;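 0 is the plate mean of compound wells and units are plate SD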
The depositor's hits bear a star; [ ] = remark or other dose. These rows are one share of the data; rates above refer to the full screens.

CCN(CC)S(=O)(=O)c1cc(C(=O)n2cccn2)c(Cl)cc1Cl was read as sdo1 growth 0.37, Insulin prom inh -200.0 and sdo1 growth Rescue 24 h -0.16.
For Cc1ccc(/C=C(\NC(=O)c2ccc(C)cc2)c2nc(=S)[nH][nH]2)cc1 the results were sdo1 growth -1.76 and sdo1 growth Rescue 24 h -1.53.
Screening CCCn1c(SCC(=O)N2CCN(S(=O)(=O)c3ccc(Cl)cc3)CC2)n[nH]c1=O returned sdo1 growth 0.22, Insulin prom inh -42.9 and sdo1 growth Rescue 24 h -0.28.
Screening O=C(COc1ncnc2ccccc12)NC1CCS(=O)(=O)C1 (stereo not drawn) returned sdo1 growth 0.16, Insulin prom inh 54.5 and sdo1 growth Rescue 24 h 0.22.
O=c1cc(N2CCCCC2)c(-c2ccccc2)nn1Cc1ccc(Cl)cc1Cl was read as sdo1 growth -1.08, Insulin prom inh 6.0 and sdo1 growth Rescue 24 h -0.27.
`O=C1CCCc2nc(N3CCN(C(c4ccccc4)c4ccccc4)CC3)ncc21` gave sdo1 growth -1.51 and sdo1 growth Rescue 24 h 0.15.
`CN(CC(=O)Nc1ccc(S(=O)(=O)N2CCCC2)cc1)CC(=O)Nc1ccc(F)c(F)c1F` gave Insulin prom inh -45.0.
COc1ccc(N2CCN(C(=O)c3ccc(COc4ccc5c(C)cc(=O)oc5c4)cc3)CC2)cc1 was read as sdo1 growth -1.49, Insulin prom inh 35.7 and sdo1 growth Rescue 24 h -0.34.
Cc1ccc(OCC(=O)Nc2ccc3c(c2)OC(F)(F)O3)c([N+](=O)[O-])n1 was read as sdo1 growth -0.82, Insulin prom inh -6.5 and sdo1 growth Rescue 24 h -0.52.
Screening COc1ccc(-c2c(C#N)c(N)nc3sc(C(=O)c4ccc(C)cc4)c(N)c23)cc1 returned sdo1 growth -0.4, Insulin prom inh -3.5 and sdo1 growth Rescue 24 h 0.13.
`O=C(c1cc2ccccc2o1)c1nc2c(n1O)CCCCC2` gave sdo1 growth -0.81, Insulin prom inh 0.0 and sdo1 growth Rescue 24 h -0.56.
CCSc1nnc(NC(=O)c2cccnc2Cl)s1 was read as sdo1 growth 1.27, Insulin prom inh -338.9 and sdo1 growth Rescue 24 h 1.7.
For CC1CCC2(CC1)C(Nc1cccc(Cl)c1)=NC(=S)N2CC#N (stereo not drawn) the results were sdo1 growth -1.85 and sdo1 growth Rescue 24 h -1.25.
CSC1=NCCN1C(=O)Cc1cccs1 was read as sdo1 growth 0.58 and sdo1 growth Rescue 24 h 0.59.
`Cc1ccc(C(=O)NNC(=S)NC(=O)COc2ccccc2)cc1` gave sdo1 growth 0.73, Insulin prom inh 10.7 and sdo1 growth Rescue 24 h 0.46.
`O=C(O)CC(C(=O)N(c1ccccc1)c1ccccc1)N1CCOCC1` (stereo not drawn) gave sdo1 growth -0.28[10.9 µM] and sdo1 growth Rescue 24 h -0.47.
Screening COc1ccccc1CNC(=O)c1cnccn1 returned sdo1 growth 0.15 and sdo1 growth Rescue 24 h 0.12.
For Clc1ss/c(=N\c2ccccn2)c1Cl the results were sdo1 growth -0.35, Insulin prom inh 10.7 and sdo1 growth Rescue 24 h -0.58.
For Cc1ccc2oc(-c3cccc(NC(=O)c4ccc(Br)o4)c3)nc2c1 the results were sdo1 growth -1.68, Insulin prom inh -34.8 and sdo1 growth Rescue 24 h -0.28.
For N/C(Cc1ccc([N+](=O)[O-])cc1)=N\OC(=O)Cc1ccccc1 the results were sdo1 growth -0.63, Insulin prom inh -23.3 and sdo1 growth Rescue 24 h 0.28.
For O=C(Nc1ccccc1)N(C1=NCCC1)c1ccc(OC(F)F)cc1 the results were sdo1 growth -2.04, Insulin prom inh -11.5 and sdo1 growth Rescue 24 h -1.06.
Screening COc1cccc(/C=N/NC(=O)CN(C2=NS(=O)(=O)c3ccccc32)c2ccccc2)c1 returned sdo1 growth -0.04, Insulin prom inh 44.8 and sdo1 growth Rescue 24 h -0.56.
CCC(c1nnnn1CCOC)N(Cc1cc2c(C)cc(C)cc2[nH]c1=O)CC1CCCO1 (stereo not drawn) was read as sdo1 growth 0.14, Insulin prom inh 20.0 and sdo1 growth Rescue 24 h 0.66.
O=C(COc1cc(F)ccc1[N+](=O)[O-])Nc1cccc(Br)c1 was read as Insulin prom inh -76.5.
Clc1ccc(OCc2cc(-c3ccccc3)no2)c(Cl)c1 was read as sdo1 growth -0.25, Insulin prom inh 0.0 and sdo1 growth Rescue 24 h 0.43.
COc1ccnc(CSC(N)=Nc2ccc(F)cc2)c1 was read as sdo1 growth -0.09, Insulin prom inh inactive and sdo1 growth Rescue 24 h -0.71.
CCN1CCN(C(c2cccs2)C(C)NS(=O)(=O)c2ccc(F)cc2)CC1 (stereo not drawn) was read as sdo1 growth -0.12, Insulin prom inh 10.0 and sdo1 growth Rescue 24 h -0.52.
`COc1ccccc1C(c1nnnn1C(C)(C)C)N1CCN(Cc2ccncc2)CC1` (stereo not drawn) gave sdo1 growth 1.37, Insulin prom inh 21.4 and sdo1 growth Rescue 24 h 0.69.
For N#CCC(=N)N1CCN(c2cccc(Cl)c2)CC1 the results were sdo1 growth -0.3, Insulin prom inh 6.2 and sdo1 growth Rescue 24 h -0.81.
For O=c1[nH]cnc2c1c(-c1ccccc1)cn2-c1ccc(F)cc1 the results were sdo1 growth -1.12, Insulin prom inh -6.7 and sdo1 growth Rescue 24 h -1.41.
For O=C(Nc1ccc(Cc2ccc(NC(=O)C3CC3)c(O)c2)cc1O)C1CC1 the results were sdo1 growth 0.83, Insulin prom inh 25.0 and sdo1 growth Rescue 24 h -0.08.
COc1ccc(NC(=O)Nc2ncccc2C)cc1 was read as sdo1 growth -0.89, Insulin prom inh -31.2 and sdo1 growth Rescue 24 h -1.45.
Screening COc1cc(/C=C2\C(=O)N(c3ccccc3)N=C2C)ccc1Oc1ccc([N+](=O)[O-])cc1[N+](=O)[O-] returned sdo1 growth -0.31, Insulin prom inh -46.7 and sdo1 growth Rescue 24 h 0.2.
`C/C(=N\NC(=S)NCc1ccccc1)c1ccccc1` gave sdo1 growth -1.19, Insulin prom inh 13.3 and sdo1 growth Rescue 24 h -2.39.
O=C(Cc1cccs1)NCc1ccco1 was read as sdo1 growth 1.14, Insulin prom inh 18.8 and sdo1 growth Rescue 24 h 0.31.
For Cc1cc(C)c(C)c(S(=O)(=O)N2CCN(c3ccc(O)cc3)CC2)c1C the results were Insulin prom inh -22.2.
`CCOc1ccc(C2/C(=C(/O)c3ccccc3)C(=O)C(=O)N2CCCN(C)C)cc1OC` (stereo not drawn) gave Insulin prom inh 29.4.
For Cc1c(Cl)cccc1NC(=O)CC1SC(=NCC2CCCO2)NC1=O (stereo not drawn) the results were sdo1 growth 0.57, Insulin prom inh 22.2 and sdo1 growth Rescue 24 h 0.28.
For Cc1cc(C)c(S(=O)(=O)NCc2ccc3c(c2)cc(C)n3C)c(C)c1 the results were sdo1 growth -0.35 and sdo1 growth Rescue 24 h -0.68.
O=C1c2ccccc2C(Nc2ccc3nc(-c4cccnc4)[nH]c3c2)N1Cc1ccco1 (stereo not drawn) was read as sdo1 growth -0.5 and sdo1 growth Rescue 24 h -1.1.
`COc1cccc(C(=O)NCCSc2ccc(Br)cc2)c1` gave Insulin prom inh -28.6.
Screening CCOC(=O)C1CCCN(Cc2cccs2)C1 (stereo not drawn) returned sdo1 growth 0.41, Insulin prom inh -3.2 and sdo1 growth Rescue 24 h 0.71.
Brc1ccc(C2NCCS2)cc1 (stereo not drawn) was read as Insulin prom inh -15.4.
For CC1CCCC(C)N1C(=O)CSc1nnnn1-c1cccc2c1CCCC2 (stereo not drawn) the results were sdo1 growth -1.81, Insulin prom inh 5.4 and sdo1 growth Rescue 24 h -0.76.
Screening Cc1ccc(N2CCN(S(=O)(=O)N(C)C)CC2)c(C)c1 returned Insulin prom inh 20.0.
CCN(CC)C(=O)CSc1nnc(-c2ccccn2)n1-c1ccc(C)c(C)c1 was read as sdo1 growth -0.25 and sdo1 growth Rescue 24 h -0.34.
For O=C(Nc1cccnc1)c1ccc(COc2ccccc2Br)o1 the results were sdo1 growth -2.39 and sdo1 growth Rescue 24 h -1.44.
`Cc1cc(C)cc(NC(=S)N2CCC(NC(=O)c3ccccc3C)CC2)c1` gave Insulin prom inh -33.3.
Screening Clc1ccc(OCc2nn3c(-c4ccncc4)nnc3s2)cc1 returned sdo1 growth -1.17 and sdo1 growth Rescue 24 h -1.09.
Screening NNC(=O)CNC(=O)c1ccccc1F returned sdo1 growth 0.63, Insulin prom inh -34.1 and sdo1 growth Rescue 24 h 0.13.
CN(CC(=O)Nc1nc2ccccc2s1)S(=O)(=O)c1ccccc1 was read as sdo1 growth -0.93, Insulin prom inh -7.9 and sdo1 growth Rescue 24 h -0.82.
For CCC1=C/C(=C/N(C)c2ccccc2)C(=O)S1 the results were sdo1 growth -0.72 and sdo1 growth Rescue 24 h -0.98.
`CCOC(=O)c1nn(-c2sc(C(=O)OC)c(C)c2C(=O)OC)cc1O` gave sdo1 growth 0.11, Insulin prom inh 51.7 and sdo1 growth Rescue 24 h 0.17.
For O=C(COC(=O)CNS(=O)(=O)c1c(Cl)cccc1Cl)Nc1ccccc1Sc1ccccc1 the results were sdo1 growth 0.35, Insulin prom inh 13.8 and sdo1 growth Rescue 24 h -0.36.
CCOC(=O)/C(C#N)=C\C=C1C=CN(C)C=C1 was read as sdo1 growth 0.9, Insulin prom inh -110.5 and sdo1 growth Rescue 24 h 0.96.
`Cc1[nH]n(-c2ccccc2)c(=O)c1/C=N/O` gave sdo1 growth 0.51, Insulin prom inh 28.6 and sdo1 growth Rescue 24 h -0.07.
Screening Cc1occc1C(=O)NCc1cccs1 returned sdo1 growth -1.53, Insulin prom inh -7.7 and sdo1 growth Rescue 24 h -1.12.
CSc1nc(C)cc(OCCNS(=O)(=O)c2ccc(C)cc2)n1 was read as Insulin prom inh -286.7.
`O=C(CN1C(=O)C2C3C=CC(C4CC34)C2C1=O)Oc1ccccc1` (stereo not drawn) gave Insulin prom inh 2.9.
For Cc1nnc(SCC(=O)n2c3c(c4ccccc42)CCCC3)s1 the results were sdo1 growth -1.22, Insulin prom inh 70.0 and sdo1 growth Rescue 24 h -0.66.
c1ccc(-c2ccc(C3=Nn4c(Cn5nnc6ccccc65)nnc4SC3)cc2)cc1 was read as sdo1 growth -0.86 and sdo1 growth Rescue 24 h -0.01.
For COc1ccc(NC(=O)c2sccc2C)c([N+](=O)[O-])c1 the results were sdo1 growth 0.06, Insulin prom inh -31.4 and sdo1 growth Rescue 24 h 1.67.
`CCOc1ccc(-c2nnn(CC(=O)Nc3ccccc3OC)n2)cc1OCC` gave sdo1 growth 0.03 and sdo1 growth Rescue 24 h 1.22.
Screening CN(C)c1ccc(-c2nnc(-c3cccs3)o2)cc1 returned Insulin prom inh 53.9.
`O=C1CC(=C2c3ccccc3-c3ccccc32)C(=O)N1CCN1CCN(c2cccc(Cl)c2)CC1` gave Insulin prom inh -9.1.
`COc1cccc(N2C(C(C)=O)=NN(c3ccccc3)C2c2ccc(N3CCOCC3)cc2)c1` (stereo not drawn) gave sdo1 growth 0.19, Insulin prom inh inconclusive and sdo1 growth Rescue 24 h -0.18.
Screening COc1ccccc1N1CCN(C(=O)Nc2ccc([N+](=O)[O-])cc2)CC1 returned sdo1 growth 0.31, Insulin prom inh -116.7 and sdo1 growth Rescue 24 h 1.26.
`Cc1cc(C)c2nc(NNC(=O)c3ccc(S(=O)(=O)N4CCc5ccccc5C4)cc3)sc2c1` gave sdo1 growth -1.63, Insulin prom inh -256.1 and sdo1 growth Rescue 24 h -1.49.
Screening Cc1ccccc1S(=O)(=O)Nc1nc2ccccc2nc1N1CCOCC1 returned sdo1 growth 0.95 and sdo1 growth Rescue 24 h -0.48.
For C=C(C)C1CC=C(C)/C(=N/NC(=O)CNc2ccc(OCC)cc2)C1 (stereo not drawn) the results were sdo1 growth -0.1 and sdo1 growth Rescue 24 h -0.49.
For O=C(Nc1cccnc1)c1ccc2c(c1)OCO2 the results were sdo1 growth -0.32, Insulin prom inh 11.1 and sdo1 growth Rescue 24 h -0.68.
`O=C(OCc1nc2scc(-c3ccccc3)c2c(=O)[nH]1)c1cc([N+](=O)[O-])ccc1Cl` gave sdo1 growth -1.37, Insulin prom inh -10.3 and sdo1 growth Rescue 24 h -1.3.
Screening CC(=O)N(C)c1ccc(NC(=O)C(F)(F)F)cc1 returned sdo1 growth -0.68, Insulin prom inh 46.1 and sdo1 growth Rescue 24 h -0.3.
For COc1ccc2c(CCNC(=O)c3ccco3)c[nH]c2c1 the results were sdo1 growth 0.48, Insulin prom inh inconclusive and sdo1 growth Rescue 24 h -1.05.
CN(C)c1ccc([N+](=O)[O-])cc1C(=O)O was read as sdo1 growth 0.91, Insulin prom inh -40.7 and sdo1 growth Rescue 24 h 0.48.

Five neighbouring compounds from above, quoted:
CCN(CC)S(=O)(=O)c1cc(C(=O)n2cccn2)c(Cl)cc1Cl was read as sdo1 growth 0.37, Insulin prom inh -200.0 and sdo1 growth Rescue 24 h -0.16.
For Cc1ccc(/C=C(\NC(=O)c2ccc(C)cc2)c2nc(=S)[nH][nH]2)cc1 the results were sdo1 growth -1.76 and sdo1 growth Rescue 24 h -1.53.
Screening CCCn1c(SCC(=O)N2CCN(S(=O)(=O)c3ccc(Cl)cc3)CC2)n[nH]c1=O returned sdo1 growth 0.22, Insulin prom inh -42.9 and sdo1 growth Rescue 24 h -0.28.
Screening O=C(COc1ncnc2ccccc12)NC1CCS(=O)(=O)C1 (stereo not drawn) returned sdo1 growth 0.16, Insulin prom inh 54.5 and sdo1 growth Rescue 24 h 0.22.
O=c1cc(N2CCCCC2)c(-c2ccccc2)nn1Cc1ccc(Cl)cc1Cl was read as sdo1 growth -1.08, Insulin prom inh 6.0 and sdo1 growth Rescue 24 h -0.27.
